Compound activity deposited in PubChem by The Scripps Research Institute Molecular Screening Center.
CHO parental Ca = ATP-evoked calcium signal inhibitors, parental CHO, primary screen, counter-screen for OX1R antagonist project, cell-based, fluorescence, Fluo-8 calcium dye; inhibition, % at 5.6 µM; parental CHO-K1, ATP-induced calcium, Fluo-8 fluorescence; actives 0.63% (n = 330,000); AID 463079, 2010;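 active means inhibition above that plate's mean sample inhibition plus 3 SD, cut at about 26% in these data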;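 further: 0% = ATP-challenged DMSO wells and 100% = DMSO wells without ATP; some compounds past the cut are filed as inactive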
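Test system: parental CHO cells; detection: calcium-sensitive Fluo-8 fluorescence; evaluation: percent inhibition of calcium signal; also added: ATP as calcium-mobilizing challenge; repeats: one well per compound; control set: ATP-challenged DMSO wells low, unchallenged DMSO wells high; compound: single nominal dose of 5.6 µM per compound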
TAAR1 antagonist = human TAAR1 antagonists, primary screen, Fluo-8 calcium fluorescence, CHO RD-HGA16 cells; Trace amine-associated receptor 1 (Homo sapiens), Q96RJ0; antagonist; inhibition, % at 3 µM; actives 1.5% (n = 360,000); AID 624466, 2012;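 active means inhibition above a per-plate cutoff, the mean inhibition of test compounds on that plate plus 3 SD, cut at about 49% in these data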;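 further: 0% = DMSO plus EC80 beta-PEA response and 100% = DMSO alone without agonist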
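test system = CHO RD-HGA16 cells bearing hTAAR1 | replication = singlicate | controls = DMSO-only wells and EC80 β-PEA-stimulated wells | reagent = EC80 β-phenethylamine stimulus | read-out basis = percent inhibition of PEA-evoked calcium signal, max/basal emission ratio | schedule = seeding 17-24 h prior, 75-min 37 °C, 30-min RT dye loading | signal = kinetic Fluo-8 calcium fluorescence measurement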
V1R ag counter = agonists of human V1a receptor, primary screen, counter-screen for OXTR agonist project, fluorescence, CHO-V1R cells | AID 2797, 2010 | Vasopressin V1a receptor (Homo sapiens), P37288 | Fluo-8 calcium fluorescence, agonist mode; 0% DMSO, 100% 3 nM vasopressin | actives 0.25% (n = 320,000) | activation, % at 3 µM;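 active means activation above the mean activation of all tested compounds plus 3 SD, per screening run, cut at about 20% in these data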;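 further: signal is peak over basal fluorescence ratio across a 100 second FLIPR read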
Target sequence (P37288 whole entry, looked up): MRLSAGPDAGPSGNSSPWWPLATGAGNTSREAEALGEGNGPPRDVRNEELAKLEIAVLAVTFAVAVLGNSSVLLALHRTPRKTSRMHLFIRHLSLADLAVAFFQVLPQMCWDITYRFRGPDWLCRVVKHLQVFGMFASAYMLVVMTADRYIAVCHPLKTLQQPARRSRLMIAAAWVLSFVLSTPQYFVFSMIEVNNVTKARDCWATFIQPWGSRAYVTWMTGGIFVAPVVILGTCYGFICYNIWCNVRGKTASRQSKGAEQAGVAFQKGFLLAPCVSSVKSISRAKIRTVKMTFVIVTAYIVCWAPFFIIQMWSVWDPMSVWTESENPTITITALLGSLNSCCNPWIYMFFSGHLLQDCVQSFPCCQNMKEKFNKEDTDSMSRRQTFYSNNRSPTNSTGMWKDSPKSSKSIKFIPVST
TAAR1 ag = human TAAR1 agonists, primary screen, Fluo-8 calcium fluorescence, CHO RD-HGA16 cells | vehicle wells 0%, saturating PEA agonist 100% | activation, % at 3 µM | actives 0.99% (n = 360,000) | AID 624467, 2012;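 active means activation above the mean activation of all test compounds in the run plus 3 SD, cut at about 38% in these data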
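Test system: RD-HGA16 (CHO) cells co-expressing Gα16 and hTAAR1; dosing: one-point dosing at 3 µM (nominal); timing: 17-24 h seeding, 75 min 37 °C dye, 30 min RT; signal: kinetic Fluo-8 calcium fluorescence; read-out basis: % activation relative to PEA EC100 response; controls: DMSO and PEA EC100; replicates: n 1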
OXTR ag = human OXTR agonists, primary screen, fluorescence, CHO-OTR cells, Fluo-8 calcium; Oxytocin receptor (Homo sapiens), P30559; Fluo-8 calcium fluorescence; normalized: DMSO 0%, oxytocin 100%; activation, % at 3 µM; actives 0.32% (n = 320,000);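 active means activation above the mean of all tested compounds plus 3 SD, cutoff set per screening run, cut at about 20% in these data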;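 further: peak over basal fluorescence ratio from a 100 s FLIPR kinetic read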
Target sequence (P30559 whole entry, looked up): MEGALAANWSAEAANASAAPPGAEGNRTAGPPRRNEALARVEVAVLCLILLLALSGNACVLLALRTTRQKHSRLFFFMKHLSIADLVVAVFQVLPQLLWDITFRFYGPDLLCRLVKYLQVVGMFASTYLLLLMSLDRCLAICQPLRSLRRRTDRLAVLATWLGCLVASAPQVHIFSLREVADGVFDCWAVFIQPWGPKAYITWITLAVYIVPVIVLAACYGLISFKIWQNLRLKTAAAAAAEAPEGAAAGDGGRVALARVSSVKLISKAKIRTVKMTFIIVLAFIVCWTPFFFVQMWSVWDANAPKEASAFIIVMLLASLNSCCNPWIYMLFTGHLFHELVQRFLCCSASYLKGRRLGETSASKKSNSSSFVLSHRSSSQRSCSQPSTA
OXTR potentiator = human OXTR potentiators, primary screen, fluorescence, CHO-OTR cells, Fluo-8 calcium. Oxytocin receptor (Homo sapiens), P30559. Fluo-8 calcium fluorescence, potentiator mode; 0% = oxytocin EC15, 100% = EC100. activation, % at 3 µM. actives 0.061% (n = 320,000). AID 2445, 2010;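 active means activation above that plate's cutoff, the mean activation of tested compounds plus 3 SD, cut at about 6.6% in these data, passing the limit was not always enough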;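 further: 100% uses oxytocin at 75 nM as the full agonist control; some results filed as inactive read as strong as hits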
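Assay system: CHO cell line stably expressing human OTR | Also added: Oxytocin at about EC15, sub-maximal agonist stimulus | Times: Compound 6 min at room temperature before oxytocin, 100 s read | Measured by: Fluo-8 intracellular calcium fluorescence, ex 470-495, em 515-575 nm | Controls: EC15 oxytocin alone as 0%, 75 nM oxytocin as 100%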
CHRM1 antagonist = human M1 muscarinic receptor antagonists, primary screen, CHO-K1 cells, Fluo-8 calcium fluorescence, 1536-well; actives 1.3% (n = 360,000); Muscarinic acetylcholine receptor M1 (Homo sapiens), P11229; CHO-K1 hM1, ACh EC80 antagonist; AID 588852, 2011; inhibition, % at 3 µM;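 active means percent inhibition above its own plate's cutoff, namely the mean of that plate's compound wells plus 3 SD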;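 further: peak over basal fluorescence ratio during 140 s after agonist addition; 0% = ACh EC80 plus DMSO and 100% = DMSO alone without agonist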
CHRM1 PAM = human M1 muscarinic receptor positive allosteric modulators, primary screen, CHO-K1 cells, Fluo-8 calcium fluorescence, 1536-well | Muscarinic acetylcholine receptor M1 (Homo sapiens), P11229 | CHO-K1 hM1, ACh EC20; 0% = ACh EC20, 100% = maximal ACh | activation, % at 3 µM | actives 0.088% (n = 360,000); in the data active means activation above about 19%, passing the limit was not always enough
M1 ag = human M1 muscarinic receptor agonists, primary screen, Fluo-8 calcium fluorescence, CHO-K1 cells, HTS; AID 588814, 2011; activation, % at 3 µM; actives 0.33% (n = 360,000); CHO-K1 hM1, agonist mode; 0% DMSO, 100% acetylcholine EC100; Muscarinic acetylcholine receptor M1 (Homo sapiens), P11229;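 active means activation above the run's mean compound activation plus 3 SD, cut at about 16% in these data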;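 further: peak over basal fluorescence ratio within a 140 s kinetic read after compound addition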
* = called active by the depositor; . = not tested or not shown. Outcome played no part in choosing rows; overall some 3.7% were active at least once.

SMILES,CHO parental Ca,TAAR1 antagonist,V1R ag counter,TAAR1 ag,OXTR ag,OXTR potentiator,CHRM1 antagonist,CHRM1 PAM,M1 ag
O=C(CCSc1ccccc1)Nc1ccc(S(=O)(=O)Nc2ncccn2)cc1,-9,-7,-0.3,3,-0.1,-11,-2,6,-8
Cc1coc2cc3oc(=O)c(CC(=O)N[C@@H](CC(C)C)C(=O)O)c(C)c3cc12,4,-10,0.6,3,1.0,-12,-12,4,-2
Cc1ccccc1OCC(=O)Nc1nnc(S(=O)(=O)N2CCCC2)s1,-9,3,3.1,1,1.7,-7,6,-6,-4
CC(=O)Nc1ccc(-c2cc(C(=O)O)c3cc4ccccc4cc3n2)cc1,.,-3,.,1,.,.,-1,2,-1
COc1cc(/C=N/NC(=O)COc2ccc([N+](=O)[O-])cc2)ccc1OCC(=O)N1CCOCC1,-3,3,3.1,-1,1.0,-4,-7,5,-1
Nc1nc(N)nc(-c2ccc(Cl)c(Cl)c2)n1,7,1,-0.1,2,3.2,1,-1,-2,-1
Cc1ccc(NC(=O)CN2C(=O)CNC2=O)cc1,-11,-12,0.5,0,-0.2,3,-6,6,0
CN(Cc1ccccc1)C(=O)c1cccc(NC(=O)Cc2ccc(NC(=O)C3CCN(C(=O)C4CCC4)CC3)cc2)c1,.,18,.,3,.,.,21,-13,-9
O=C(N/N=C/c1c(F)cccc1Cl)c1cc(C2CC2)[nH]n1,-12,-21,-0.2,-2,-2.0,-8,-21,14,-1
NS(=O)(=O)c1ccc(N2N=C(c3ccccc3)CC2c2ccccc2Br)cc1 (stereo not given),-17,-17,.,3,.,.,-9,9,-1
COc1ccc(C(=O)NCCCc2nc3ccccc3n2Cc2ccccc2C)cc1OC,8,-3,-0.1,3,-1.3,-4,-12,4,-9
Cc1ccc2c(ccc[n+]2CC(=O)c2ccccc2)c1,-8,-6,0.8,4,-0.4,-7,0,6,-10
CCN(CC)c1ccc2c(C)cc(=O)oc2c1,-20,-8,-1.4,5,-1.6,1,-21,13,-13
CCN(C1CCS(=O)(=O)C1)S(=O)(=O)c1cccs1 (stereo not given),-5,-7,-0.2,3,-0.2,-5,-12,13,-2
Cc1cccc(OCC(=O)N(C)CC(=O)Nc2cccc(F)c2)c1C,-6,5,2.1,6,1.7,-1,8,-1,-2
Cn1c(C(=O)NC2CCCC2)cc2c(=O)n(C)c3ccccc3c21,-9,36,-0.2,9,-0.8,-5,-4,-3,-2
Cc1cc(OC(=O)c2cc(C(F)(F)F)cc(C(F)(F)F)c2)c([N+](=O)[O-])c(=O)[nH]1,-8,3,0.3,7,-0.6,-6,-15,11,-2
COc1ccc(NS(=O)(=O)c2ccc3oc(SCC(N)=O)nc3c2)cc1,-6,-2,1.8,0,2.0,-5,4,-4,-1
COc1ccc2nc(/N=C\N(C)C)sc2c1,-5,7,0.5,6,0.8,-9,1,0,-4
COC(=O)Nc1ccc(S(=O)(=O)N2CCCc3ccccc32)cc1,6,13,1.1,6,-0.5,-10,0,0,-5

Sorted by the number under OXTR potentiator (smallest number first): 4 of the compounds above
mol,OXTR potentiator
Cc1ccccc1OCC(=O)Nc1nnc(S(=O)(=O)N2CCCC2)s1,-7
Cn1c(C(=O)NC2CCCC2)cc2c(=O)n(C)c3ccccc3c21,-5
COc1cc(/C=N/NC(=O)COc2ccc([N+](=O)[O-])cc2)ccc1OCC(=O)N1CCOCC1,-4
Cc1ccc(NC(=O)CN2C(=O)CNC2=O)cc1,3

Additional compounds.
SMILES,CHO parental Ca,TAAR1 antagonist,V1R ag counter,TAAR1 ag,OXTR ag,OXTR potentiator,CHRM1 antagonist,CHRM1 PAM,M1 ag
C=CCN1CCN(C(=O)c2c(-c3ccccc3)noc2C)CC1,-7,-22,-1.1,2,-0.9,-8,-11,8,-5
Cc1ccc(C)c(OCC(=O)Nn2c(C)nc3ccccc3c2=O)c1,-15,22,-0.1,12,0.0,-9,-7,3,-2
CCOC(=O)CCC(=O)Nc1ccc(S(=O)(=O)N2CCC(C)CC2)cc1,-3,7,3.4,20,0.5,-1,-5,6,-4
CCCOc1ccc(CSCCNC(=S)Nc2ccccc2)cc1,-20,27,3.7,-2,-0.7,-10,18,-13,-7
CCCCCSc1nnc(-c2ccccc2NC(C)=O)c(=O)[nH]1,-1,19,0.0,3,-0.9,-7,16,-16,-3
Cc1cc(C(=O)CN2C(=O)NC3(CCCC3)C2=O)c(C)n1-c1ccc2c(c1)OCO2,0,-18,-1.1,-2,-1.1,-6,-18,6,-11
N#CCN1CCN(CC(=O)Nc2ccc(OCc3ccccc3)cc2)CC1,22,-7,5.7,5,8.2,-21,2,3,-3
OCC1(Cc2ccc(Cl)cc2)CCN(Cc2ccc3nsnc3c2)CC1,-10,6,0.3,7,0.3,-5,-5,4,-13
O=C(NCC1CCCC(CNC(=O)N2CCc3ccccc32)C1)N1CCc2ccccc21 (stereo not given),-31,14,-1.6,4,-2.1,-4,-9,3,-6
CCCCC(=O)N(C)c1c(C)nc2ccc(C(=O)N3CCN(C(C)=O)CC3)cn12,.,-14,.,1,.,.,-5,4,-3
Cn1c(=O)n(C)c2cc(NC(=O)c3ccccc3)ccc21,.,-21,.,0,.,.,-14,7,-3
CCCCCCc1cc2cc(S(=O)(=O)c3ccc(Cl)cc3)c(=O)oc2cc1O,6,-15,8.1,6,6.9,-4,-8,8,3
COc1ccc(CCC(=O)NCc2cnn(C)c2)cc1,-2,5,0.8,2,0.4,-1,3,1,-4
Brc1cc2[nH]cnc2c2ccccc12,-6,-16,3.0,11,3.5,1,-12,13,-7
CC(=O)n1nc2nc(C)cc(C)c2c1N,-6,.,-0.4,.,1.2,-5,-9,6,-5
CCc1ccc(NC(=O)[C@H](Cc2c[nH]c3ccccc23)NC(=O)[C@@H]2Cc3ccccc3CN2)cc1,9,28,1.7,22,7.4,-7,14,-4,-3
Cc1c(C2(O)CCCCC2)[nH]c2cnccc12,-13,10,2.2,19,2.6,-2,-8,9,-8
Cc1ccc(S(=O)(=O)N(CC(=O)Nc2ccccc2C(=O)O)c2cccc(Cl)c2C)cc1,-15,-1,0.1,1,-1.1,-11,-7,5,-9
CCn1c(SCC(=O)Nc2ccccc2C)nnc1-c1ccccc1O,-12,-6,2.6,3,-0.2,-4,9,2,0
O=c1c2ccccc2nnn1CSc1nc2sc3c(c2c(=O)n1CC1CCCO1)CCC3 (stereo not given),-26,-28,-0.9,-3,-0.8,2,16,-6,-2

Next part:
| mol | CHO parental Ca | TAAR1 antagonist | V1R ag counter | TAAR1 ag | OXTR ag | OXTR potentiator | CHRM1 antagonist | CHRM1 PAM | M1 ag |
| --- | --- | --- | --- | --- | --- | --- | --- | --- | --- |
| CC1=C2C3OC(=O)C(C)C3CCC2(C)C=C(Cl)C1=O (stereo not given) | . | -25 | . | 10 | . | . | -16 | 14 | 3 |
| COc1cccc(OC)c1NC(=O)C1CCCN1C(=O)Nc1ccccc1Cl (stereo not given) | . | -9 | . | -2 | . | . | -15 | 5 | -4 |
| O=C(COC(=O)c1ccc(O)cc1)Nc1ccc2c(c1)OCCO2 | -4 | 1 | 0.1 | 19 | 0.1 | -6 | -22 | 13 | 3 |
| C[C@H]1CN([C@@H](C)CO)C(=O)CCCn2nncc2CO[C@@H]1CN(C)Cc1ccc(C(F)(F)F)cc1 | . | 1 | . | 2 | . | . | -19 | 9 | -7 |
| O=C(CSc1ccc(-c2ccccc2)nn1)N1CCCc2ccccc21 | -16 | 16 | 1.1 | 2 | -2.1 | 0 | -2 | -4 | -9 |
| Cc1ccc(S(=O)(=O)N2CCOCC2)cc1C(=O)NNC(=O)c1ccoc1C | 1 | -19 | -0.8 | 0 | -0.4 | -5 | -16 | 9 | -3 |
| Cc1ccc(S(=O)(=O)NCC(=O)N(CC(=O)NCc2ccco2)Cc2cccs2)cc1 | -18 | 16 | 0.6 | 15 | -0.7 | -7 | -7 | -1 | -4 |
| Cc1cc([N+](=O)[O-])nn1Cc1noc(C(=O)NCc2ccc3c(c2)OCO3)n1 | 10 | 2 | 0.7 | 9 | 2.6 | -3 | -4 | -2 | -8 |
| CCOC(=O)C1=C(C)NC(=O)NC1c1ccccc1Cl (stereo not given) | -12 | -21 | 0.5 | 2 | -0.7 | -1 | -10 | 11 | -4 |
| CC(=O)Nc1ccc(S(=O)(=O)N2CCC(NC(=O)C(Cc3ccccc3F)NC(C)=O)CC2)cc1 (stereo not given) | . | -15 | . | 1 | . | . | 3 | 4 | -6 |
| O=C(O)C(C=C(Cl)Cl)N1CCOCC1 (stereo not given) | . | -7 | . | 14 | . | . | -10 | 1 | 0 |
| CCOC(=O)c1c(NC(=O)CN2C(=O)NC3(CCCCCC3)C2=O)sc(C)c1-c1ccc(C)cc1 | -18 | -33 | 0.0 | 3 | -1.9 | -5 | 4 | -3 | -4 |
| O=C(NCCc1ccccc1)C1CCN(C(=O)NCc2ccccc2)CC1 | -15 | 9 | 0.1 | 9 | -0.5 | -7 | -7 | 4 | -3 |

Complete entries as entered above. Order of values: CHO parental Ca | TAAR1 antagonist | V1R ag counter | TAAR1 ag | OXTR ag | OXTR potentiator | CHRM1 antagonist | CHRM1 PAM | M1 ag
Profile of `Cc1c(C2(O)CCCCC2)[nH]c2cnccc12` → -13 | 10 | 2.2 | 19 | 2.6 | -2 | -8 | 9 | -8
Profile of `OCC1(Cc2ccc(Cl)cc2)CCN(Cc2ccc3nsnc3c2)CC1` → -10 | 6 | 0.3 | 7 | 0.3 | -5 | -5 | 4 | -13
